PGC1a acetyl inh: PGC1a acetylation modulation, inhibitor mode; 350,000 compounds, 0.17% hits; AID 651687; U2OS PGC1a acetylation, AlphaScreen anti-acetyl-lysine; with virally co-expressed GCN5 acetyltransferase; inhibition, % at 15.6 µM;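 active = every replicate shows inhibition of at least 40%; inconclusive = mean inhibition at least 40% but some replicate below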;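 also: 0% = neutral control wells and 100% = positive control wells; some results beyond the cut were filed as inactive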
ERAP1 inh: ERAP1 (human) enzyme inhibition; Q9NZ08; inhibition, % at 10.7 µM; 340,000 compounds, 0.15% hits; recombinant ERAP1, Leu-AMC fluorescence, 60 min;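 active = mean replicate inhibition of at least 30%, or all replicates individually reaching that 30% level; inactive = mean below 30% and not every replicate reaching it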;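 also: 0% = neutral control wells and 100% = L-leucinethiol positive control wells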
Cneo AK release: causes C. neoformans cell lysis | adenylate kinase release luminescence, 4 h; normalised: neutral wells 0, clomiphene wells 100 | AID 651654 | 360,000 compounds, 0.2% hits | lysis activity, % at 15 µM;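 active = mean lysis activity across replicates of at least 80%, whatever share of replicates individually reach that level; inactive = mean lysis activity below 80%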
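read-out = cell lysis signal | test system = log-phase Cryptococcus neoformans yeast cells | input = cells at 5 × 10^6 per mL | medium = fresh YPD growth medium | signal = luminescent adenylate kinase detection reagent | timing = 4 h at 37 °C static, read 1 h later | dosing = single dose | controls = Clomiphene as positive lysis control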
PglD DTNB: blocks C. jejuni PglD acetyltransferase activity; 360,000 compounds, 0.098% hits; inhibition, % at 12.5 µM; purified PglD enzyme, DTNB colorimetric CoA detection; in the data active = inhibition above about 16%, passing the limit was not always enough; inconclusive = no clear call, values can overlap the other calls; also: strong numbers were not always called active
miR-122 sensor: blocks miR-122 activity in Huh7 sensor cells | Huh7 miR-122 Renilla luciferase sensor, 48 h; neutral wells = 0, positive control = 100 | activation (reporter increase), % at 12.5 µM | 340,000 compounds, 0.3% hits | AID 602342;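 active = mean replicate activation score at least 90 and every replicate individually at or above 90; inconclusive = only one of the two criteria met; inactive = neither criterion met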;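 also: higher luciferase means less miR-122 activity so hits act as miR-122 inhibitors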
RAD52 anneal inh: blocks human RAD52 DNA annealing; 360,000 compounds, 0.46% hits; recombinant RAD52 DNA annealing, FRET fluorescence; inhibition, % at 18.7 µM;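 active = every replicate showing at least 50% inhibition; inconclusive = mean inhibition at least 50% but not in every replicate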
RAD54 inh: RAD54 (human) branch migration inhibition | Q92698 | RAD54 Holliday junction branch migration, FAM/BHQ fluorescence | inhibition, % at 10.4 µM | 360,000 compounds, 0.14% hits | AID 602329;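 active = mean normalized replicate activity at least 40 and at least half of replicates scoring 40 or more; inconclusive = only one of the two criteria met; inactive = mean below 40 and under half of replicates reaching 40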;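 also: 0% = median of neutral control wells and 100% = median of positive control wells; inhibitors cause a drop in the FAM fluorescence signal; in these data hits start at about 50%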
Target sequence (Q92698 whole entry, looked up): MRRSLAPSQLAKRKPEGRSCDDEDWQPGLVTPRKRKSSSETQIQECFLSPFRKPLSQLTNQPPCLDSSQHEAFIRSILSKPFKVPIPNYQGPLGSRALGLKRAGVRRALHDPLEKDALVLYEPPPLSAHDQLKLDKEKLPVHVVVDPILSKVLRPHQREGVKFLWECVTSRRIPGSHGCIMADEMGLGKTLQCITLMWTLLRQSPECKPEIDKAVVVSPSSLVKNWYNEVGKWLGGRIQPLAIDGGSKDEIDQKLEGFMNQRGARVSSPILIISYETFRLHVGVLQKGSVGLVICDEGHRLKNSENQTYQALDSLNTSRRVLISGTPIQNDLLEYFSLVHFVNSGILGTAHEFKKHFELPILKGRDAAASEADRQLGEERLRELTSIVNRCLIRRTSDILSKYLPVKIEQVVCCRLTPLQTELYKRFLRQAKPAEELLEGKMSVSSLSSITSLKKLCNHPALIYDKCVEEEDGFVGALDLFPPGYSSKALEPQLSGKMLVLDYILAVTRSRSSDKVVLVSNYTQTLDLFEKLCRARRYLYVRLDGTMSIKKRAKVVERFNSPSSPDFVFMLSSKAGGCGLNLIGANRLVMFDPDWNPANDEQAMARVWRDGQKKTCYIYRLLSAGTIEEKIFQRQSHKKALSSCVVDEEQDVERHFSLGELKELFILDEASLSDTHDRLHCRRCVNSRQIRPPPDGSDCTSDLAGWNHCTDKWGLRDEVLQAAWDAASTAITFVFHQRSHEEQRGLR
E-selectin induc: induces E-selectin expression in human endothelial cells; P16581; HUVEC E-selectin immunofluorescence imaging; normalized: neutral wells 0, TNF-alpha wells 100; activation, % at 7.58 µM; 260,000 compounds, 0.37% hits; AID 686992;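 active = mean E-selectin-positive cell signal at least 10% of the positive control, reached in at least 60% of replicates, without over 20% cell loss; inconclusive = no rule given, readout overlaps actives, possibly toxicity-flagged; inactive = the rest, including those meeting only one limit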;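 also: in these data hits start at about 27%; measured in HUVEC primary endothelial cells; signal is the percent of cells scored E-selectin positive by PE staining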
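assay system = HUVEC, human umbilical vein endothelial cells | input = 3,000 HUVEC seeded per well | medium = EGM-2 growth medium on 0.1% gelatin-coated wells | dosing = one compound dose added by pin transfer | signal = immunofluorescence imaging | read-out basis = % PE-positive cells | control set = TNF-alpha, DMSO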
Starred values were filed as active, the others as inactive; ? = inconclusive; nt = no result given; & = joins results of further samples; [ ] = remark or other dose.

The line under a structure holds: PGC1a acetyl inh, ERAP1 inh, Cneo AK release, PglD DTNB, miR-122 sensor, RAD52 anneal inh, RAD54 inh, E-selectin induc
COc1ccc(-c2[nH]ncc2C2N=C(N)Nc3nc4ccccc4n32)cc1 (stereo not drawn)
 : 6, 1, -2, -4, 0, -2, 3, -0.2
Nc1ccccc1SC1CC(=O)N(c2ccc3c(c2)OCO3)C1=O (stereo not drawn)
 : 2, -1, -3, -6, 11, -7, 3, nt
COC(=O)c1cccc(NC2CC(=O)N(c3ccc(OC)c(OC)c3)C2=O)c1 (stereo not drawn)
 : -1, nt, -1, -4, -10, nt, 3, nt
Cc1cc(OC(=O)c2ccc(C(C)(C)C)cc2)c([N+](=O)[O-])c(=O)[nH]1
 : -1, 0, 1, -3, -13, -44, -3, nt
CCCCc1nnc(NC(=O)C(C)Sc2nc(O)c(Cc3ccccc3)c(=O)[nH]2)s1 (stereo not drawn)
 : 8, 2, 0, -4, -4, -24, 7, -2.9
O=C(CCc1ccccc1)NCc1ccc(F)cc1
 : -2, -1, 2, 7, -11, -16, -6, 0.7
CC(C)(O)C1=NOC(c2ccccc2)C1 (stereo not drawn)
 : 8, nt, -1, 1, -5, nt, -2, nt
CC(C)NC(=O)N(C)C[C@H]1Oc2ccc(NS(=O)(=O)c3ccccc3)cc2C(=O)N([C@H](C)CO)C[C@@H]1C
 : -6, -2, -1, -3, 0, -18, 0, 0.4
CCOC(=O)CC1Sc2ccccc2NC1=S (stereo not drawn)
 : 11, 1, 0, 1, -4, -12, -6, -0.2
CCO[C@H]1OC(C(=O)N2CCN(C)CC2)=C[C@@H](C)[C@@H]1CCCO
 : 10, -2, -1, 4, -1, -7, 1, 0.0
O=C(CN1CCOCC1)NCC[C@@H]1CC[C@H](NS(=O)(=O)c2ccc(Cl)cc2)[C@@H](CO)O1
 : 9, -1, -6, 0, nt, -17, 4, -0.3
COc1ccc(OCC(O)COc2ccc(OC)cc2)cc1
 : 0, nt, -2, 3, -1, nt, -7, nt
CN(C(=O)CCN1C(=O)C(C)(C)Nc2ccccc21)c1ccccc1
 : -13, nt, 1, 0, -13, nt, -4, nt
CC1(C)Cc2c(sc3nc4n(-c5ccccc5)c(=O)c(CCC(=O)O)nn4c(=O)c23)CO1
 : 6, 0, 0, 2, 1, -22, -1, 0.1
COc1ccc(Nc2nc(N)c(C(=O)c3ccc(F)cc3)s2)cc1
 : nt, 0, 22, 0, nt, -6, 2, nt

Continued.
The line under a structure holds: PGC1a acetyl inh, ERAP1 inh, Cneo AK release, PglD DTNB, miR-122 sensor, RAD52 anneal inh, RAD54 inh, E-selectin induc
NC(CCc1ccccc1)c1csc(NC(=O)Nc2cccc(C(F)(F)F)c2)n1 (stereo not drawn)
 : -18, -2, 0, -5, -26, -132, 0, 0.0
O=C(C1CC1)N1CCc2cc(Br)cc(S(=O)(=O)N3CCOCC3)c21
 : 8, nt, -10, -1, 51, nt, -16, nt
COc1ccc(OC)c(S(=O)(=O)n2ccnc2C(C)C)c1
 : 11, 0, -4, -1, 8, -12, 5, 0.1
CCOc1ccc(C(=O)CCC(=O)N2CCN(c3ccccc3O)CC2)cc1
 : nt, -8, 3, -3, nt, -22, -11, nt
O=C(COC(=O)c1ccccc1[N+](=O)[O-])NC(=O)c1ccccc1
 : 0, 1, nt, nt, 3, -4, nt, nt
C[C@@H]1CN([C@H](C)CO)S(=O)(=O)c2ccc(-c3cccc(C#N)c3)cc2O[C@H]1CN(C)C(=O)C1CC1
 : 4, 1, 0, -2, 1[16.7 µM], -10, 0, 0.2
COc1ccc(S(=O)(=O)N2CCCCN3[C@H](CO)[C@@H](c4ccc(C5=CCCC5)cc4)[C@H]3C2)cc1
 : -9, nt, -1, 2, -5[16.7 µM], nt, -6, -0.5
O=C1CC(=C(c2ccccc2)c2ccccc2)C(=O)N1CCCCN1CCN(c2ccccc2)CC1
 : 6, nt, 1, -1, -12, nt, -8, nt
Cc1cc(NC(=O)Cn2nc(C)c([N+](=O)[O-])c2C)no1
 : 8, -1, -2, -3, 0, -10, 10, 4.5
Cc1c(NC(=O)C(C)OC(=O)c2nc(Cl)ccc2Cl)c(=O)n(-c2ccccc2)n1C (stereo not drawn)
 : -2, 15, 6, -3, nt, -13, -9, 0.5
CCOC(=O)c1c(C)[nH]c(C(=O)N2CCN(C(=O)OCC)CC2)c1C
 : 12, 0, -2, -5, -2, -8, 7, nt
COc1ccc(C2=NS(=O)(=O)N(C)C(C(=O)NCc3ccc4c(c3)OCO4)=C2)cc1OC
 : 1, -2, -3, -5, 1, -16, -3, nt
CCCN1CCN(CCCNC(=O)Cn2ncc3c4ccccc4n(C)c3c2=O)CC1
 : 1, 4, -1, 0, -3, 10, 17, 0.3
O=[N+]([O-])c1ccc(Oc2cccc(C(F)(F)F)c2)nc1
 : 5, -2, nt, nt, -10, -6, nt, 4.8
CC(NC(=O)C1CCCO1)c1ccccc1 (stereo not drawn)
 : 7, nt, 1, 0, -1, nt, 1, nt

Arranged by value in miR-122 sensor (descending): some entries from above.
| structure | PGC1a acetyl inh | ERAP1 inh | PglD DTNB | miR-122 sensor | RAD52 anneal inh |
| --- | --- | --- | --- | --- | --- |
| O=C(C1CC1)N1CCc2cc(Br)cc(S(=O)(=O)N3CCOCC3)c21 | 8 | nt | -1 | 51 | nt |
| CC(NC(=O)C1CCCO1)c1ccccc1 (stereo not drawn) | 7 | nt | 0 | -1 | nt |
| NC(CCc1ccccc1)c1csc(NC(=O)Nc2cccc(C(F)(F)F)c2)n1 (stereo not drawn) | -18 | -2 | -5 | -26 | -132 |

Next section
The line under a structure holds: PGC1a acetyl inh, ERAP1 inh, Cneo AK release, PglD DTNB, miR-122 sensor, RAD52 anneal inh, RAD54 inh, E-selectin induc
C#CCOCCOCCOCCNc1nc(N2CCOCC2)nc(N2CCN(C(=O)[C@H](Cc3cc4ccccc4[nH]3)n3cc([C@@H](N)C(C)CC)nn3)CC2)n1 (stereo partly drawn)
 : 2, -1, 5, 3, -7, -41, 6, 0.0
CS(=O)(=O)N(CC(=O)Nc1ccccc1-c1ccccc1)c1ccccc1
 : -7, 7, nt, nt, -5, -9, nt, nt
COC(=O)c1ccc(C)c(NC(=O)CN(c2ccccc2)S(=O)(=O)N(C)C)c1
 : -3, -1, nt, nt, nt, -15, nt, 0.9
O=C(Nc1ccccc1O)N1c2ccccc2Sc2ccccc21
 : -6, -3, 0, -7, -1, -15, 5, 1.2
CC(=O)N1CCc2cc(S(=O)(=O)CCC(=O)N(C)Cc3ccco3)ccc21
 : -6, 1, -1, 4, -10, -17, 0, -0.3
O=C(C[C@H]1CC[C@@H]2[C@H](COC[C@H](O)CN2S(=O)(=O)c2ccc(Oc3ccccc3)cc2)O1)Nc1ccccc1
 : -2, -1, 0, 1, -6[16.7 µM], 7, -1, 0.4
COc1cccc2cc(C(=O)NNC(=O)c3ccc(Br)cc3)c(=O)oc12
 : 13, -2, nt, nt, nt, -5, nt, 0.3
COc1ccc(OC)c(N=c2oc3c(OC)cccc3cc2C(=O)NCc2ccco2)c1
 : -13, nt, -6, 4, 3, nt, -7, nt
CC(C)C(=O)Nc1ccc2c(c1)C(=O)N(C)[C@H]1CC[C@@H](CC(=O)NC3CCCC3)O[C@@H]1CO2
 : 2, -2, 6, 4, 8[16.7 µM], -16, 6, -0.1
CC1CCCN(S(=O)(=O)c2ccc(C(=O)Nc3nnc(-c4ccccc4Cl)o3)cc2)C1 (stereo not drawn)
 : -2, nt, -1, -1, 2, nt, -2, nt
O=C(NN1C(=O)C2C3C=CC(C4CC34)C2C1=O)c1ccc(Cl)c(Cl)c1 (stereo not drawn)
 : 3, nt, 2, 5, -5, nt, 1, 1.6
CC1=C(C#N)C(c2ccc(O)cc2)C2=C(CCCC2=O)N1 (stereo not drawn)
 : nt, 4, 2, 1, 3, 7, -7, nt
O=C(COc1ccc2ccc(=O)oc2c1)NC1CCCC1
 : 9, -3, 1, 1, -1, -18, -5, 8.3
COc1ccc(NC(=O)C(C)N2c3cccc4cccc(c34)S2(=O)=O)cc1OC (stereo not drawn)
 : 7, nt, -1, 0, -1, nt, 5, nt
CC(C)N(CC(N)=O)c1ncnc2sc(-c3ccccc3)cc12
 : nt, 0, 1, 1, nt, -20, 4, ?

Continuation.
The line under a structure holds: PGC1a acetyl inh, ERAP1 inh, Cneo AK release, PglD DTNB, miR-122 sensor, RAD52 anneal inh, RAD54 inh, E-selectin induc
CN1CCN(C(=O)C[C@H]2C[C@@H]3c4cc(NS(=O)(=O)c5ccc(F)cc5)ccc4O[C@@H]3[C@H](CO)O2)CC1
 : 1, nt, -17, -2, -3[16.7 µM], nt, -11, -0.3
CC(C)NC(=O)Nc1ccc2c(c1)C(=O)N([C@@H](C)CO)C[C@H](C)[C@@H](CN(C)S(=O)(=O)c1ccc(Cl)cc1)O2
 : 8, -2, 1, 10, -5[16.7 µM], 7, 8, 0.1
NC(=O)COc1c(-c2ccccc2)oc2ccccc2c1=O
 : nt, nt, 0, 2, -2, nt, 8, nt
CO[C@H](CN(C)S(=O)(=O)c1ccc(C)cc1)[C@@H](C)CN([C@@H](C)CO)S(=O)(=O)c1cccc(Cl)c1
 : -9, 0, 1, -4, nt, -15, 1, 0.2
Cc1cc(NC(=O)CCC(=O)N(c2ccc(F)cc2)C2(C(=O)NC3CCCCC3)CCCC2)no1
 : -13, nt, -2, -2, -3, nt, -8, nt
O=C(C1CCOCC1)N1CC(=O)N2[C@@H](CO)[C@@H](c3ccc(C#CC4CCCCC4)cc3)[C@@H]2C1
 : -6, -1, nt, nt, nt, 10, nt, 0.0
O=C(C1=C[C@H](C2CCCCC2)C[C@H](OCc2ccc(CO)cc2)O1)N1CCN(Cc2ccc3c(c2)OCO3)CC1
 : -10, -1, 3&2, 1&-4, nt, 14, -1&0, nt
COc1ccccc1NC(=O)c1cnc(Nc2ccccc2OC)c2ccccc12
 : -7, 1, -1, -8, 34, -15, 4, 3.9
CC1CCCN(C(=O)C2CCN(Cc3ccc4c(c3)OCO4)CC2)C1 (stereo not drawn)
 : -9, -3, 1, 3, 3, -7, -20, nt
CC1(C)CC(NCc2ccc3c(c2)OCO3)CCO1 (stereo not drawn)
 : 3, nt, 0, 3, -11, nt, 3, nt
C=CCn1c(C)c(C(C)=O)c(SC)nc1=S
 : 11, nt, -1, 0, -2, nt, 6, nt
COc1ccc(OCC(=O)O/N=C(\N)c2ccc(OC)c(OC)c2)cc1
 : nt, nt, 1, 1, 0, nt, -5, nt
CN(C)C(CNC(=O)c1ccc(S(=O)(=O)Nc2ccccc2F)cc1)c1ccccc1 (stereo not drawn)
 : 2, 2, 0, -1, 2, -12, 1, nt
CN(C)c1cccc(C(=O)NC2CCCCCC2)c1
 : -12, nt, -2, 4, 1, nt, -2, nt
CC1(C)CC(=O)C(C2=NC(C)(C)Cc3ccccc32)=C(O)C1
 : 3, nt, 3, -3, -1, nt, -2, nt
COc1cc2nc(COc3ccc(C#N)cc3)n(CC#N)c(=O)c2cc1OC
 : nt, 4, 0, -5, nt, -30, -4, nt

Screening results: PubChem BioAssay, Broad Institute
